Autofluor 339: intrinsic fluorescence of library compounds, ex339/em460 – biochemical, MLSMR library, data from DPM-DC assay, artefact control, profiling panel | AID 709, 2007 | fluorescence fold increase at 10 µM | 65,000 compounds, 5.5% hits | compound autofluorescence, ex339/em460 nm, NADH buffer; stronger effect = higher value; 1 = no-compound wells, NADH background;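 active means at 10 µM, mean starting fluorescence two-fold or more over control wells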;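 further: signal is the first read of a kinetic run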
SF-1 act: activators of human SF-1, primary screen, cell-based, CHO-K1, Gal4-SF-1 LBD, luciferase luminescence. Steroidogenic factor 1 (Homo sapiens), Q13285. CHO-K1 Gal4-SF-1 LBD luciferase reporter; % increase over DMSO SF-1-specific signal. activation, % at 10 µM. 65,000 compounds, 1.9% hits;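 active means activation above the mean activation of all tested compounds plus 3 SD, cut at about 50% in these data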
Target sequence (Q13285 whole entry, looked up, the tested form may be a part): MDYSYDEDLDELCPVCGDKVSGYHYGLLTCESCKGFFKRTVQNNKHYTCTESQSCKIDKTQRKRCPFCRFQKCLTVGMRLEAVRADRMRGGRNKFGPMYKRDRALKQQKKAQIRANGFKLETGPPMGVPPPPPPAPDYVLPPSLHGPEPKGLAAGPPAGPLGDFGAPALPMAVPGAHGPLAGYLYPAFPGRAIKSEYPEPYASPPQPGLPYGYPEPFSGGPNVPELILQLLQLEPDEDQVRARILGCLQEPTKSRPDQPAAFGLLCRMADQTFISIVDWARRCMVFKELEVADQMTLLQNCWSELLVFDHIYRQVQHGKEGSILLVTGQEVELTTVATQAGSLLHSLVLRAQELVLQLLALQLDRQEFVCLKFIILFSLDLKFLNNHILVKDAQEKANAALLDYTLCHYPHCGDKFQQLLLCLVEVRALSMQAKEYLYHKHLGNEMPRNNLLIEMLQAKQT
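Material: Gal4–SF-1 LBD one-hybrid luciferase reporter in CHO-K1 cells | Amount: 4,000 cells per well | Compound dosing: 10 µM single point, 1% DMSO | Schedule: 20 h compound treatment, 37 °C | Measured by: SteadyLite luciferase luminescence | Evaluation: Percent activation versus DMSO | Control set: DMSO-treated SF-1-transfected cells as negative, DMSO-treated mock-transfected cells lacking SF-1 as background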
5-HT1A blocker: human 5-HT1a receptor antagonists, primary screen, cell-based, CHO, Ga15 NFAT-bla reporter. CHO 5-HT1a Ga15 NFAT-bla reporter, antagonist mode. 62,000 compounds, 0.68% hits. inhibition, % at 10 µM. AID 612, 2007;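 active means inhibition above the mean of all tested compounds plus 3 SD, cut at about 43% in these data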;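 further: receptor stimulated by 5-CT agonist at 100 nM near EC80; beta-lactamase reporter measured by ratiometric fluorescence of a cleavable substrate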
Target sequence (P08908 whole entry, looked up): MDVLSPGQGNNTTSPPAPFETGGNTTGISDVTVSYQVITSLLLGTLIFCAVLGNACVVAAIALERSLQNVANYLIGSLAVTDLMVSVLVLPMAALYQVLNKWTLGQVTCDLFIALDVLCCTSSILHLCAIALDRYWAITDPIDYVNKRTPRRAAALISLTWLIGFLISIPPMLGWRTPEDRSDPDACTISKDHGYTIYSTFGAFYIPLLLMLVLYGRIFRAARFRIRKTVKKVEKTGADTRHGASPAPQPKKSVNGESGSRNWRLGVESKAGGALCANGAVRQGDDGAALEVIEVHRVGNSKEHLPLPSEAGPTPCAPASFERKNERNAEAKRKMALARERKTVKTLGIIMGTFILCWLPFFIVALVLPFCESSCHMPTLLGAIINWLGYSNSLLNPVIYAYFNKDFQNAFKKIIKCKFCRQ
RORA act: activators of orphan receptor RORA, primary screen, cell-based, luminescence. Nuclear receptor ROR-alpha (Homo sapiens), P35398. CHO-K1 Gal4-RORA LBD luciferase reporter; percent increase over mock-subtracted basal signal. activation, % at 10 µM. 65,000 compounds, 1.5% hits. AID 560, 2006;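 active means activation above the mean of all tested compounds plus 3 SD, cut at about 49% in these data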;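 further: 0% = DMSO-treated RORA cells and 100% = added signal equal to DMSO minus mock-transfected cells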
NADH enzymes: inhibitors of PK/LDH coupling enzymes, profiling panel, artefact control, biochemical, MLSMR library | coupled PK/LDH NADH assays, four targets | IC50, µM (top dose mostly 10 µM), for the others: top-dose inhibition | 65,000 compounds, 0.02% hits | AID 774, 2007;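 active means single-dose screening hits from any of four coupled enzyme assays that gave an IC50 when retested across doses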;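 further: the DPM-DC format reads NADH fluorescence rather than 340 nm absorbance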
MMP13 inh: human MMP13 inhibitors, primary screen, biochemical, FRET peptide cleavage; inhibition, % at 4 µM; MMP-13 fTHP FRET cleavage, Mca fluorescence; 65,000 compounds, 0.07% hits;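 active means inhibition above the mean of compound-free control plate wells plus 3 SD, cut at about 14% in these data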;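 further: 0% = DMSO wells and 100% = wells with reference MMP-13 inhibitor after basal subtraction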
Abs 340nm: compound light absorbance at 340 nm, profiling panel, artefact control, biochemical, MLSMR library, data from PS, PMK, MK assays | compound absorbance at 340 nm, fold over control | fold change at 10 µM | 65,000 tested, under 10 active | AID 708, 2007;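 active means at 10 µM dose, initial 340 nm absorbance at least 2 fold that of control wells; inactive means change under 2 fold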;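 further: initial absorbance extrapolated from kinetic A340 decline of NADH oxidation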
TNAP act mid DEA: human TNAP enzyme activators, primary screen, biochemical, luminescent, intermediate phosphate acceptor level; Alkaline phosphatase, tissue-nonspecific isozyme (Homo sapiens), P05186; 64,000 tested, under 10 active; AID 813, 2007; activation factor at 20 µM; purified TNAP, CDP-star luminescence, 100 mM DEA, 30 min; stronger effect = higher value; scale: 0 levamisole-inhibited, 1 vehicle-only enzyme;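 active means activation factor of at least 2 at 20 µM, relative to controls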
5HT1a ag: human 5-HT1a receptor agonists, primary screen, cell-based, CHO, Ga15 NFAT-bla reporter | 5-hydroxytryptamine receptor 1A (Homo sapiens), P08908 | CHO 5-HT1a Ga15 NFAT-bla reporter, FRET ratio; 0% basal, 100% maximal reference agonist | activation, % at 10 µM | 65,000 compounds, 0.56% hits | AID 567, 2006;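 active means activation above the screen-wide mean activation plus 3 SD, cut at about 19% in these data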;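 further: 0% = DMSO wells and 100% = 5-CT at EC100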
* marks the source's active call; other numbers are inactive results; [ ] = remark or other dose.

Results for COc1ccc(NC(=O)CCCC(=O)OCC(F)(F)C(F)F)cc1 ?
Autofluor 339: 1.2; SF-1 act: 1; 5-HT1A blocker: -5; RORA act: -19; NADH enzymes: 1%; MMP13 inh: 0; Abs 340nm: 1; TNAP act mid DEA: 0.9; 5HT1a ag: -0.5

How did CCOC(=O)Cc1csc(NC(=O)CSc2nnc(-n3nc(C)cc3C)c3ccccc23)n1 do in these assays?
Autofluor 339: 1; SF-1 act: 3; 5-HT1A blocker: 5; RORA act: -16; NADH enzymes: 5%; MMP13 inh: 4; Abs 340nm: 1; TNAP act mid DEA: 0.9; 5HT1a ag: 3.0

How did CCOC(=O)c1[nH]c2cc3c(cc2c1NC(=O)CN1CCCCC1C)OCO3 (configuration not stated) do in these assays?
Autofluor 339: 2.3*; SF-1 act: -13; RORA act: 2; NADH enzymes: 6%[fluoresces]; MMP13 inh: -135[fluorescence artefact?]; Abs 340nm: 1.1; TNAP act mid DEA: 0.9; 5HT1a ag: 2.2

How did CS(=O)(=O)N1CCCC(C(=O)N2CCc3ccccc3C2)C1 (configuration not stated) do in these assays?
Autofluor 339: 1; SF-1 act: 7; 5-HT1A blocker: -5; RORA act: -7; NADH enzymes: 6%; MMP13 inh: -1; Abs 340nm: 0.99; TNAP act mid DEA: 0.9; 5HT1a ag: -4.8

What do the screens show for `CCS(=O)(=O)N1CCC(C(=O)N2CCc3ccccc3C2)CC1`?
Autofluor 339: 1.2; SF-1 act: -12; 5-HT1A blocker: 6; RORA act: -11; NADH enzymes: 1%; MMP13 inh: 3; Abs 340nm: 1; TNAP act mid DEA: 1; 5HT1a ag: -3.2

What do the screens show for `COc1cccc(OCC(O)CN2CCC(C)CC2)c1` (configuration not stated)?
Autofluor 339: 1; SF-1 act: -4; 5-HT1A blocker: 7; RORA act: -1; NADH enzymes: 11%; MMP13 inh: 2; Abs 340nm: 1; TNAP act mid DEA: 0.9; 5HT1a ag: -2.4

How did Cc1ccc2cc(CN(Cc3cccs3)Cc3nnnn3C(C)(C)C)c3nnnn3c2c1 do in these assays?
Autofluor 339: 1.1; SF-1 act: -9; 5-HT1A blocker: -3; RORA act: -7; NADH enzymes: 7%; MMP13 inh: 1; Abs 340nm: 0.98; TNAP act mid DEA: 0.9; 5HT1a ag: -4.0

What do the screens show for `COc1ccc(C(OC(=O)c2c(C)noc2C)C(=O)NC2CCCC2)cc1` (configuration not stated)?
Autofluor 339: 1.1; SF-1 act: -20; 5-HT1A blocker: 6; RORA act: -16; NADH enzymes: 5%; MMP13 inh: -1; Abs 340nm: 1; TNAP act mid DEA: 0.9; 5HT1a ag: -0.6

What do the screens show for `Cc1ccc(S(=O)(=O)N(CC(=O)N2CCOCC2)CC(=O)N2CCOCC2)cc1`?
Autofluor 339: 1; SF-1 act: 7; 5-HT1A blocker: -3; RORA act: -7; NADH enzymes: 3%; MMP13 inh: -3; Abs 340nm: 1; TNAP act mid DEA: 1; 5HT1a ag: -6.1

How did C=CCN(Cc1cc(OC)ccc1OC)S(=O)(=O)N(C)C do in these assays?
Autofluor 339: 1.1; SF-1 act: 9; 5-HT1A blocker: 7; RORA act: 13; NADH enzymes: 2%; MMP13 inh: -1; Abs 340nm: 0.97; TNAP act mid DEA: 0.9; 5HT1a ag: -0.7

How did CCCSc1nnc(Cn2c(=O)sc3ccccc32)n1C do in these assays?
Autofluor 339: 1.1; SF-1 act: -17; 5-HT1A blocker: 4; RORA act: 11; NADH enzymes: 2%; MMP13 inh: 3; Abs 340nm: 1.1; TNAP act mid DEA: 1; 5HT1a ag: 0.4

Results for CC(C)Oc1ccc(N2CC(C(=O)Nc3ccccc3F)CC2=O)cc1 (configuration not stated) ?
Autofluor 339: 1; SF-1 act: 12; 5-HT1A blocker: 4; RORA act: 11; NADH enzymes: 2%; MMP13 inh: 1; Abs 340nm: 0.98; TNAP act mid DEA: 0.9; 5HT1a ag: -0.4

What do the screens show for `CCc1cc2ccccc2nc1SCC(=O)N1CCN(C(=O)c2ccco2)CC1`?
Autofluor 339: 1; SF-1 act: -5; 5-HT1A blocker: -2; RORA act: -30; NADH enzymes: 10%; MMP13 inh: 1; Abs 340nm: 1; TNAP act mid DEA: 0.9; 5HT1a ag: -1.7

What do the screens show for `CCOC(=O)N1CCC(NC(=O)c2cc3c(-c4ccc(OC)c(OC)c4)nn(C)c3s2)CC1`?
Autofluor 339: 2.4*; SF-1 act: 11; 5-HT1A blocker: 15; RORA act: -2; NADH enzymes: 11%; MMP13 inh: -31; Abs 340nm: 1.1; TNAP act mid DEA: 0.9; 5HT1a ag: 0.2

What do the screens show for `O=C(CSc1nnc(CNC(=O)c2ccccc2F)o1)c1ccc(Cl)cc1`?
Autofluor 339: 1.1; SF-1 act: -4; 5-HT1A blocker: 2; RORA act: 1; NADH enzymes: 1%; MMP13 inh: 3; Abs 340nm: 1.1; TNAP act mid DEA: 0.9; 5HT1a ag: -1.3

What do the screens show for `Cc1c(C#N)c2ncn(CCCN(C)C)c(=O)c2n1-c1ccccc1`?
Autofluor 339: 1; SF-1 act: 7; 5-HT1A blocker: -10; RORA act: -8; NADH enzymes: 7%; MMP13 inh: -4; Abs 340nm: 1; TNAP act mid DEA: 0.9; 5HT1a ag: 0.1

Results for Cc1ccc(-c2noc(CCC(=O)NCC3CCN(Cc4cccc(C)c4)CC3)n2)cc1 ?
Autofluor 339: 1; SF-1 act: -30; 5-HT1A blocker: 17; RORA act: -1; NADH enzymes: 12%; MMP13 inh: 2; Abs 340nm: 0.99; TNAP act mid DEA: 0.9; 5HT1a ag: -1.6

How did Cc1ccc(Cn2c(SCC(=O)Nc3cccc(C)n3)nc3c2c(=O)n(C)c(=O)n3C)cc1 do in these assays?
Autofluor 339: 1.1; SF-1 act: -10; 5-HT1A blocker: -10; RORA act: -11; NADH enzymes: 9%; MMP13 inh: -1; Abs 340nm: 1; TNAP act mid DEA: 0.9; 5HT1a ag: -0.3

What do the screens show for `O=C(NCCSc1ccccc1)c1cccnc1`?
Autofluor 339: 1.1; SF-1 act: 62*; 5-HT1A blocker: -3; RORA act: 78*; NADH enzymes: 1%; MMP13 inh: 1; Abs 340nm: 1; TNAP act mid DEA: 0.9; 5HT1a ag: -2.4

How did O=C(Nc1ccccc1O)c1ccccc1O do in these assays?
Autofluor 339: 1.2; SF-1 act: -8; 5-HT1A blocker: 18; RORA act: -28; NADH enzymes: 5%; MMP13 inh: -14; Abs 340nm: 1.1; TNAP act mid DEA: 1; 5HT1a ag: -2.0

What do the screens show for `C=CCn1c(SCC(=O)NC2CCCCC2)nnc1C(C)NC(=O)c1cccs1` (configuration not stated)?
Autofluor 339: 1; SF-1 act: 4; 5-HT1A blocker: -3; RORA act: 2; NADH enzymes: 3%; MMP13 inh: 6; Abs 340nm: 0.99; TNAP act mid DEA: 1; 5HT1a ag: -0.8

How did CC(C)CN(Cc1cc2ccccc2[nH]c1=O)C(=O)c1cccnc1 do in these assays?
Autofluor 339: 1.3; SF-1 act: 16; 5-HT1A blocker: -18; RORA act: -2; NADH enzymes: 6%; MMP13 inh: 3; Abs 340nm: 1.1; TNAP act mid DEA: 0.9; 5HT1a ag: 0.4

Results for CCCn1nnnc1SCC(=O)NCc1ccc2c(c1)OCO2 ?
Autofluor 339: 1; SF-1 act: -2; 5-HT1A blocker: -7; RORA act: 6; NADH enzymes: 8%; MMP13 inh: 1; Abs 340nm: 0.96; TNAP act mid DEA: 0.9; 5HT1a ag: -1.1

How did O=C(CSc1nnc(Cc2cccs2)n1Cc1ccco1)Nc1cc(Cl)cc(Cl)c1 do in these assays?
Autofluor 339: 1.1; SF-1 act: 6; 5-HT1A blocker: 46*; RORA act: 18; NADH enzymes: 7%; MMP13 inh: 2; Abs 340nm: 1; TNAP act mid DEA: 0.9; 5HT1a ag: 3.4

How did Cc1cccc2cc(CN(Cc3nnnn3Cc3ccccc3)C3CCCC3)c(=O)[nH]c12 do in these assays?
Autofluor 339: 1; SF-1 act: 9; 5-HT1A blocker: 0; RORA act: -20; NADH enzymes: 4%; MMP13 inh: -8; Abs 340nm: 1; TNAP act mid DEA: 0.9; 5HT1a ag: 0.8

What do the screens show for `COc1ccc(CCn2nnnc2C(CC(C)C)N2CCN(c3ncccn3)CC2)cc1OC` (configuration not stated)?
Autofluor 339: 1.1; SF-1 act: -2; 5-HT1A blocker: 4; RORA act: 18; NADH enzymes: 6%; MMP13 inh: 6; Abs 340nm: 1; TNAP act mid DEA: 1; 5HT1a ag: -4.2

Results for Cc1c(N=Cc2c(O)n(Cc3ccco3)c(=O)c3ccccc23)c(=O)n(-c2ccccc2)n1C ?
Autofluor 339: 1.1; SF-1 act: 15; 5-HT1A blocker: -25; RORA act: 6; NADH enzymes: 6%; MMP13 inh: -1; Abs 340nm: 1; TNAP act mid DEA: 0.9; 5HT1a ag: 5.2

What do the screens show for `C=CCC1c2cccc(C(=O)O)c2C(=O)N1c1ccc(F)cc1` (configuration not stated)?
Autofluor 339: 1.1; SF-1 act: -4; 5-HT1A blocker: -14; RORA act: -26; NADH enzymes: 2%; MMP13 inh: -3; Abs 340nm: 1.1; TNAP act mid DEA: 0.9; 5HT1a ag: -0.1

How did COc1cc(-c2noc(-c3cccs3)n2)cc(OC)c1OC do in these assays?
Autofluor 339: 1.1; SF-1 act: -3; 5-HT1A blocker: 18; RORA act: 5; NADH enzymes: 6%; MMP13 inh: -1; Abs 340nm: 1; TNAP act mid DEA: 0.9; 5HT1a ag: -1.5

How did COc1ccc(N2CCN(CC(=O)Nc3nc4c(s3)CC(C)CC4)CC2)cc1 (configuration not stated) do in these assays?
Autofluor 339: 0.98; SF-1 act: 7; 5-HT1A blocker: -19; RORA act: 16; NADH enzymes: 4%; MMP13 inh: -12; Abs 340nm: 1; TNAP act mid DEA: 1.2; 5HT1a ag: -1.5

What do the screens show for `O=c1[nH]c(N2CCN(c3ccccc3)CC2)nc2c1CCC2`?
Autofluor 339: 1.1; SF-1 act: 1; 5-HT1A blocker: -3; RORA act: 19; NADH enzymes: 3%; MMP13 inh: 5; Abs 340nm: 1; TNAP act mid DEA: 1; 5HT1a ag: 0.2

Results for O=C(Cn1c(-c2ccccc2)noc1=O)NCc1ccccc1 ?
Autofluor 339: 1.1; SF-1 act: -13; 5-HT1A blocker: 17; RORA act: -25; NADH enzymes: 3%; MMP13 inh: 2; Abs 340nm: 0.98; TNAP act mid DEA: 0.9; 5HT1a ag: -2.2

How did CC(C)c1ccc(OCC(=O)NCc2ccco2)cc1 do in these assays?
Autofluor 339: 1.1; SF-1 act: -4; 5-HT1A blocker: 0; RORA act: -2; NADH enzymes: 2%; MMP13 inh: 2; Abs 340nm: 1; TNAP act mid DEA: 0.9; 5HT1a ag: -4.3
